# Bioassay records deposited in PubChem by several laboratories.
# Bim-Bcl-B: inhibitors of Bim-Bcl-B interaction, human; inhibition, % at 10 µM; 0.073% of 190,000 active; bead-based flow cytometry, Bim peptide-Bcl-B binding; Q9HD36; AID 951;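 also: 0% = tracer peptide without compound and 100% = reference inhibitor peptide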
# Target sequence (Q9HD36 whole entry, looked up): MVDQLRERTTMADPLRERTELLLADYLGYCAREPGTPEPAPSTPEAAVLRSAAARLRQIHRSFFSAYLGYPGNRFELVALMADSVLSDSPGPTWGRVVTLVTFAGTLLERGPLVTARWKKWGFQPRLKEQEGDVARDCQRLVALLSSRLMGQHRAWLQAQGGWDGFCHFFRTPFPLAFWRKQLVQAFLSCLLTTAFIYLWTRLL
# Bcl-W Bim block: disrupts Bim peptide binding to human Bcl-W. Q92843. bead-based flow cytometry. inhibition, % at 10 µM. 0.02% of 190,000 active;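 also: 0% = bound tracer without compound and 100% = peptide blocker; higher means less fluorescent Bim peptide bound to Bcl-W beads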
# Target sequence (Q92843 whole entry, looked up): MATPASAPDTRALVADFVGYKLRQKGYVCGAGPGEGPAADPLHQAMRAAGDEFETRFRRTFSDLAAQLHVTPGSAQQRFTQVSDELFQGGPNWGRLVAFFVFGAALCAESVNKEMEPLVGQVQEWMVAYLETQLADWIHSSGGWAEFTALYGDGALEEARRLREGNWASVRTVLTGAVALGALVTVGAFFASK
# RGS7-Gao reg: modulates binding of RGS7 to human Galphao | 0.35% of 220,000 active | Multiplexed bead flow cytometry; actives lie on both sides | binding response (% of control), % at 10 µM | AID 1439 | P09471; in the data active = binding response below about 49% or above about 150%; inconclusive = no clear call, values can overlap the other calls; inactive = in between;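 also: fluorescent Galphao held in activated GDP-AlF4 state binding bead-coupled RGS7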
# Target sequence (P09471 whole entry, looked up): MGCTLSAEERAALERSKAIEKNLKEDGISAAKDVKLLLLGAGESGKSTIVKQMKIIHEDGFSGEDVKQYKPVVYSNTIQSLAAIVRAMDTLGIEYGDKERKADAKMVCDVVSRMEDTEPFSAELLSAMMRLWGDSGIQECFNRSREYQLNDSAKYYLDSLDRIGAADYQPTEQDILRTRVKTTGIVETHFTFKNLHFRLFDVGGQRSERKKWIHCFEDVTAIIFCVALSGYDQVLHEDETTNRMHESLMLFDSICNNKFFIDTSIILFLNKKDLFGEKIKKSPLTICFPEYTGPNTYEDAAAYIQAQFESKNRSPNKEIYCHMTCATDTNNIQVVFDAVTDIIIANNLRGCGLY
# RGS4-Gao reg: modulates binding of RGS4 to human Galphao. P09471. Multiplexed bead flow cytometry; actives lie on both sides. binding response (% of control), % at 10 µM. 0.33% of 220,000 active; in the data active = binding response below about 49% or above about 150%; inactive = in between;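 also: fluorescent Galphao activated with aluminum fluoride binding bead-coupled RGS4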
# Bcl-2 Bim block: disrupts Bim peptide binding to human Bcl-2; P10415; Bead-based flow cytometry, Bim peptide-Bcl-2 binding; inhibition, % at 10 µM; 0.06% of 190,000 active; in the data active = inhibition above about 40%; inconclusive = no clear call, values can overlap the other calls;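 also: 0% = no compound wells with probe peptide and 100% = reference peptide inhibitor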
# Target sequence (P10415 whole entry, looked up): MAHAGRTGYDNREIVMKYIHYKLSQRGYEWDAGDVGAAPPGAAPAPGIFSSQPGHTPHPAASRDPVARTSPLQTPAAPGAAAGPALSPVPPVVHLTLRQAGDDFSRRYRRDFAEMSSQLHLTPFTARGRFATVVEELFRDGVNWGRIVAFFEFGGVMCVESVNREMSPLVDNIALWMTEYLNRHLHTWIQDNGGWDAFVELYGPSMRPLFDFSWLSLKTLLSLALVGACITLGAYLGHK
# Bim-Mcl-1: disrupts Bim peptide binding to human Mcl-1. Q07820. Bead-based flow cytometry, Bim peptide-Mcl-1 binding. inhibition, % at 10 µM. 0.1% of 190,000 active. AID 1009;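 also: 0% = no compound tracer wells and 100% = peptide blocker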
# Bcl-XL Bim block: inhibitors of Bim-Bcl-XL interaction, human; Q07817; inhibition, % at 10 µM; Bim peptide-Bcl-XL binding, bead flow cytometry, fluorescence; 0.04% of 190,000 active
# GSH fluor: GSH bead compound fluorescence profile | GSH beads flow cytometry, compound fluorescence 488/530 nm; active compounds read high | fluorescence (KMESF) at 10 µM | 0.25% of 190,000 active | AID 1776; in the data active = fluorescence above about 89;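 also: glutathione beads carrying GST-tagged Bcl family fusion proteins plus one bare bead set; values are compound well signal with DMSO vehicle wells as background; inactives centre near 16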
# RGS8-Gao: human RGS8-Galphao interaction regulation | P09471 | 0.34% of 220,000 active | response (percent of control binding), % at 10 µM | multiplexed bead flow cytometry, RGS8-Galphao binding; actives lie on both sides; in the data active = response below about 60% or above about 140%; inactive = in between;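 also: Galphao activated as the GDP aluminium fluoride complex binding bead-coupled RGS8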
# Mcl1-Bid inh: disrupts binding of human Mcl-1 to Bid peptide; TR-FRET Mcl-1/Bid-Dy647 peptide binding, 1536-well; 0.97% of 220,000 active; inhibition, % at 21.7 µM; Q07820;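 active = compounds that cut the binding signal by more than half at the single screening dose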;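 also: His-tagged Mcl-1 with europium anti-His antibody binding Bid BH3 peptide; 0% = Mcl-1 plus peptide wells and 100% = peptide-only wells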
# Bim-Bfl-1: inhibitors of Bim-Bfl-1 interaction, human | Q16548 | Bead-based flow cytometry, Bim-Bfl-1 binding inhibition | inhibition, % at 10 µM | 0.12% of 190,000 active;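 also: 0% = wells without compound plus tracer and 100% = blocker peptide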
# Numbers without * were called inactive; ? = inconclusive; · = not tested or not shown; & = joins results of further samples. Rule as the data show it, unless noted: active = inhibition above about 40%.
No.	Structure	Bim-Bcl-B	Bcl-W Bim block	RGS7-Gao reg	RGS4-Gao reg	Bcl-2 Bim block	Bim-Mcl-1	Bcl-XL Bim block	GSH fluor	RGS8-Gao	Mcl1-Bid inh	Bim-Bfl-1
1	OCCCNC(=S)Nc1ccc2nccnc2c1	-5	0	106	103	-4	-3	-4	24	105	-49	-3
2	COc1ccc(NC(=O)NCc2ccncc2)cc1	-2	-6	106	105	0	0	-3	26	97	-20	-4
3	O=C(NCc1ccc(F)cc1)C1CCCN(c2nc3ccsc3c(=O)s2)C1 (configuration not stated)	-7	0	?	96	-4	-1	-1	14	98	-16	-6
4	COc1ccc(S(=O)(=O)CCC(=O)N2CCN(c3ccc(F)cc3)CC2)cc1	-5	-4	97	100	-5	-6	-4	20	101	-27	-2
5	Cc1nc2ccccc2c(=O)n1NC(=O)C1CC1C (configuration not stated)	0	0	102	105	0	-1	2	11	104	-11	0
6	CC(=O)Nc1nnc(CCN2CCCCC2)s1	-1	-3	97	100	-2	-3	-2	12	103	4	-2
7	Cc1ccc(Oc2ccccc2/C=C2\SC(=O)N(C)C2=O)cc1	-2	0	95	99	-1	-4	1	25	101	18	1
8	CCCCOc1ccc(S(=O)(=O)Nc2cc(OC)ccc2OC)cc1	1	-1	·	·	0	0	-10	48	·	-13	-1
9	O=C(CCC(=O)N(CC(=O)NC1CCCCC1)Cc1ccccc1)Nc1ccccn1	-3	-2	101	102	-3	-1	-8	22	103	-9	-3
10	COC(=O)c1cc(S(=O)(=O)N2CCOCC2)c(Cl)cc1N1CCOCC1	-8	0	98	99	-7	-1	-2	16	98	-30	-15
11	Cc1cc(C)c(S(C)(=O)=O)c(S(=O)c2ccc(Cl)cc2)n1 (configuration not stated)	-4	-2	100	104	-1	-5	-7	24	101	14	-3
12	COC(=O)Nc1ccc(S(=O)(=O)N2CCC(C(=O)N(C)C3CCCCC3)CC2)cc1	-4	-1	103	108	1	0	0	16	107	4	-3
13	CCOC(=O)c1sc(NC(=O)CCN2C(=O)c3cccc([N+](=O)[O-])c3C2=O)c(C(=O)OCC)c1C	-11	-2	105	102	-8	-1	-1	40	100	-7	-14
14	CC(=O)c1cc2c(cc1NC(=O)c1ccc(C)cc1)OCO2	-9	-3	104	102	-4	-1	-3	18	102	7	-14
15	c1cc(Nc2ncnc3sccc23)cc(-c2nnc3n2CCCCC3)c1	0	4	99	100	-4	2	8	13	104	-2	-8
16	COC(=O)/C(C#N)=C1/C=Cc2ccccc2N1	-4	-1	104	102	-4	1	-2	14	105	-8	-6
17	COc1ccc(N2CCN(c3ccc(NC(=O)C4CCCCC4)cc3C#N)CC2)cc1	-11	2	92	95	-7	-4	-4	32	97	-23	-14
18	O=C(NCc1cccc(F)c1)c1noc2c1CCCC2	-7	-1	101	100	-8	0	-1	26	101	-3	-9
19	Cc1cc(C(=O)N2CCCC(C(=O)c3ccc4ccccc4c3)C2)nn1C (configuration not stated)	-4	0	104	98	-4	-3	-1	14	100	5	-8
20	O=C(NCc1cccs1)c1csc2c1CCCCC2	-9	0	103	100	-8	0	-5	37	100	0	-6
21	COc1ccc(CNc2oc(Cc3cccc4ccccc34)nc2C#N)cc1	-4	0	102	103	-2	-3	-2	19	100	14	0
22	Cc1c(C(=O)Nc2ccc(F)cc2)oc2ccc(S(=O)(=O)N3CCCC3)cc12	-7	-4	103	102	-1	-2	-7	13	104	8	-1
23	COc1ccc(C)cc1C(=O)C1CC(C(=O)O)C(C)(C)C1C (configuration not stated)	-6	0	100	100	-9	2	-2	12	101	5	-18
24	NC(=O)[C@@H]1CCCN1Cc1nc(-c2cccs2)no1	-8	-1	101	100	0	-3	-5	18	100	-46	-3
25	CCOc1cc(C(=S)N2CCCC2)ccc1OCC(=O)Nc1c(C)cc(C)cc1C	·	·	95	96	?	·	·	29	84	-15	·

# Reformatted with one line to a screen: entries from further up.
22. Cc1c(C(=O)Nc2ccc(F)cc2)oc2ccc(S(=O)(=O)N3CCCC3)cc12
23. COc1ccc(C)cc1C(=O)C1CC(C(=O)O)C(C)(C)C1C (configuration not stated)
24. NC(=O)[C@@H]1CCCN1Cc1nc(-c2cccs2)no1
25. CCOc1cc(C(=S)N2CCCC2)ccc1OCC(=O)Nc1c(C)cc(C)cc1C
assay / compound	22	23	24	25
Bim-Bcl-B	-7	-6	-8	·
Bcl-W Bim block	-4	0	-1	·
RGS7-Gao reg	103	100	101	95
RGS4-Gao reg	102	100	100	96
Bcl-2 Bim block	-1	-9	0	?
Bim-Mcl-1	-2	2	-3	·
Bcl-XL Bim block	-7	-2	-5	·
GSH fluor	13	12	18	29
RGS8-Gao	104	101	100	84
Mcl1-Bid inh	8	5	-46	-15
Bim-Bfl-1	-1	-18	-3	·

# (listing goes on)
No.	Structure	Bim-Bcl-B	Bcl-W Bim block	RGS7-Gao reg	RGS4-Gao reg	Bcl-2 Bim block	Bim-Mcl-1	Bcl-XL Bim block	GSH fluor	RGS8-Gao	Mcl1-Bid inh	Bim-Bfl-1
26	Cc1nc2nc(-c3ccco3)[nH]n2c(=O)c1C	1	-3	102	106	0	0	-2	7	101	-34	-3
27	CC(Oc1ccc2oc(-c3ccccc3)c(C(=O)O)c2c1)C(=O)O (configuration not stated)	0	-2	91	92	0	-2	0	25	98	13	0
28	O=C(NC1CCC(C(=O)O)CC1)OCc1ccccc1 (configuration not stated)	-6&-3	4&-1	99&103	96&106	-6&-5	6&0	-5&0	29&11	100&105	-2&-21	-7&-1
29	OCC1(Cc2cccc(C(F)(F)F)c2)CCN(Cc2cc3ccccc3o2)CC1	-4	-3	103	101	-5	-2	-4	14	103	-17	-7
30	CN1CCCN(C(=O)CC2(CC(=O)O)CCCC2)CC1	-5	-1	99	97	-2	-1	-1	12	121	-9	2
31	CCOC(=O)c1c(NC(=O)c2nn(CC)cc2Br)sc2c1CCCCC2	-8	-1	99	104	-8	0	-10	26	101	-7	-5
32	O=C(Cn1cnc2ccccc2c1=O)c1ccc(Cl)cc1	-3	2	95	102	-1	4	2	10	100	2	-4
33	COc1ccccc1CC(NC(C)=O)C(=O)NC1CCN(C(=O)Nc2ccccc2Cl)CC1 (configuration not stated)	-1	4	98	91	-3	2	0	25	100	-27	-6
34	CCOc1ccc2nc(NC(=O)Nc3cccs3)sc2c1	-8	-6	101	101	4	-5	-4	12	105	-12	0
35	O=C(C1CCCCC1)N1CCN(c2ccccc2F)CC1	-11	2	100	103	-9	-2	-7	24	99	-15	-19
36	O=C(CCc1nnc(COc2ccccc2)o1)NCCc1cccs1	-6	-3	100	100	-2	0	-5	10	99	-17	-7
37	CN1CCN(C(=O)c2cc3ccccc3oc2=O)CC1	-6	-1	94	94	-13	-2	-3	31	94	-38	-19
38	O=C(O)c1cccc(NC(=S)N/N=C/c2ccccc2OCc2cccc(Br)c2)c1	-1	-3	96	96	0	-3	-3	12	93	-38	2
39	COc1ccc(CN2CN(c3ccc(Cl)cc3)C(=O)N(n3cnnc3)C2)cc1	-1	-2	99	99	-3	-4	0	18	101	-9	-2
40	CN1CCc2cc3c(c4c2C1CC41CCC(=NO)CC1)OCO3 (configuration not stated)	-1	0	91	90	0	-2	-3	15	98	-20	0
41	CCCC1OC23CCCCC2C(C#N)(C#N)C1(C#N)C(=N)O3 (configuration not stated)	-2	2	98	99	-7	-1	4	12	102	-28	-5
42	Cc1ccc(N2C(=O)C(O)(C(F)(F)F)C3=C2CC(C)(C)CC3=O)cc1 (configuration not stated)	-7	-3	100	96	-4	-1	-5	11	102	-15	-8
43	Cc1ccccc1C(=O)NCCCCc1ccccc1	-1	0	100	94	-5	-2	-3	5	99	-7	0
44	S=C(NCCc1ccccc1)NCc1ccccc1Cl	-13	-1	97	98	-14	-2	-8	13	100	-50	0
45	Cc1ccccc1OCc1nnc(SCc2cc(=O)[nH]c3ccccc23)o1	-12	0	97	98	9	1	-1	17	98	-15	12
46	O=C(CCCc1c[nH]c2ccccc12)N1CCCCCC1	-3	5	100	100	-10	2	-1	13	100	-18	-7
47	Cc1ccc(C(NC(N)=O)c2ccccc2)cc1 (configuration not stated)	-6	0	98	98	-8	-2	-1	60	99	-34	-11
48	CSc1ccccc1NC(=O)CN1CCCCC1	-3	-1	105	101	-2	0	-1	7	101	-18	-3
49	CCc1ccc(OCC(=O)Nc2ccc(-c3nc4ccccc4o3)c(O)c2)cc1	19	11	93	98	17	10	7	10	103	27	5
50	Cc1cccc(N(CC(=O)Nc2ccc(-c3nc4ccc(C)cc4s3)cc2)S(C)(=O)=O)c1	-13	0	100	103	-11	-3	-3	27	102	-7	-8
51	O=C1CC(SCc2nc3ccccc3[nH]2)C(=O)N1c1cccc(F)c1 (configuration not stated)	2	-3	99	98	0	0	0	20	99	-22	0
52	COC(=O)C(OC(=O)c1ccc(OC)cc1)C(=O)OC	-5	2	102	105	1	-2	-3	13	112	1	-4
53	O=C1c2ccccc2NC(c2ccc(-c3cccc(Cl)c3)o2)N1O (configuration not stated)	-3	2	95	98	-1	2	-3	15	97	-10	-9
54	C=CCn1c(Oc2cc(C)ccc2C)nc2c1c(=O)n(C)c(=O)n2C	0	-3	102	98	-2	0	-3	17	98	-15	0
55	C=CCn1c(=O)c2ccccc2n2c(SCC(=O)NCCc3ccccc3)nnc12	-8	-6	100	101	-3	-3	-7	29	99	-20	-10
56	COC(=O)Cc1cc(=O)n2[nH]cnc2n1	-3	1	99	103	-3	-2	-3	9	101	10	1
57	CC(=O)Nc1ccc(S(=O)(=O)Nc2cccc(NC(=O)c3ccco3)c2)cc1	1	4	?	95	0	0	1	11	98	-37	0
58	CC12CCC(C(=O)NCc3ccc4c(c3)OCO4)(CC1=O)C2(C)C (configuration not stated)	2	0	101	103	0	3	1	21	102	-2	1
59	COCCn1c(SCC(=O)Nc2cc(C)on2)nnc1-c1ccco1	-1	0	103	103	-4	8	-3	10	101	0	-6
60	COc1ccc(-c2nn(-c3ccccc3)cc2/C=C/C(=O)NCCCn2ccnc2)cc1OC	-3	-1	96	96	0	-1	-5	17	96	-62	-4
61	C#CCN(Cc1ccco1)C(=O)c1cc(COc2ccc(F)cc2Cl)on1	-2	1	99	103	-1	0	0	11	102	-7	-3
62	COC(=O)c1cc(NC(=O)CN(c2ccc3c(c2)OCO3)S(C)(=O)=O)ccc1Cl	-4	-6	99	99	-4	-6	-1	28	101	-23	-1
63	COc1ccccc1C(=O)Nc1ccc(C(=O)c2ccccc2)cc1	-6	-1	100	105	0	-1	0	15	102	23	-3
64	C#CCOCCOCCOCCNc1nc(N2CCN(C(=O)[C@H](CCCCN)n3cc(CCCC)nn3)CC2)nc(N2CCN(C(=O)[C@H](Cc3ccc(O)cc3)n3cc(CCO)nn3)CC2)n1	9	17	110	107	7	-1	0	17	102	57*	9
65	CCOC(=O)Cc1csc(NC(=O)CSc2nnc(C3CC3)n2C)n1	8	7	97	96	15	12	16	14	96	-10	15
66	CCc1c(C)nc(SCC(=O)c2cccs2)c(C#N)c1C	0	3	102	103	-1	1	7	13	103	-45	0
67	Cc1nnc(Nc2ccc(C(=O)N3CCOCC3)cc2)c2ccccc12	0	-1	100	97	0	0	-1	16	98	-7	0
68	CC(=O)Cc1nsc(Nc2ccc3c(c2)OCCO3)n1	-7	0	106	103	-4	-1	-3	15	105	-28	-1
69	CCOc1cc(/C=C2/N=C(C)C(C(=O)OC)=C2O)ccc1O	44*	59*	106	88	59*	29	34	3	90	-62	58*
70	CC1Cc2ccccc2C(=O)N1 (configuration not stated)	0	-3	97	99	-1	-3	0	16	99	8	0
